ERa SRC1 inh: blocks coactivator binding to human estrogen receptor alpha; P03372; 86,000 tested, 1.7% active; TR-FRET ER-alpha LBD / SRC-1 peptide, estradiol-bound; inhibition, % at 25.6 µM; in the data active = inhibition above about 50%;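 note: 0% = receptor plus peptide control and 100% = peptide only without receptor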
FAK inh: blocks human focal adhesion kinase activity; Q05397; biochemical FAK kinase activity assay; inhibition, %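 (tested at 7 µM)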; 97,000 tested, 0.84% active; AID 727; in the data active = inhibition above about 19%;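 note: 0% = DMSO and 100% = reference compound high control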
Target sequence (Q05397 whole entry, looked up): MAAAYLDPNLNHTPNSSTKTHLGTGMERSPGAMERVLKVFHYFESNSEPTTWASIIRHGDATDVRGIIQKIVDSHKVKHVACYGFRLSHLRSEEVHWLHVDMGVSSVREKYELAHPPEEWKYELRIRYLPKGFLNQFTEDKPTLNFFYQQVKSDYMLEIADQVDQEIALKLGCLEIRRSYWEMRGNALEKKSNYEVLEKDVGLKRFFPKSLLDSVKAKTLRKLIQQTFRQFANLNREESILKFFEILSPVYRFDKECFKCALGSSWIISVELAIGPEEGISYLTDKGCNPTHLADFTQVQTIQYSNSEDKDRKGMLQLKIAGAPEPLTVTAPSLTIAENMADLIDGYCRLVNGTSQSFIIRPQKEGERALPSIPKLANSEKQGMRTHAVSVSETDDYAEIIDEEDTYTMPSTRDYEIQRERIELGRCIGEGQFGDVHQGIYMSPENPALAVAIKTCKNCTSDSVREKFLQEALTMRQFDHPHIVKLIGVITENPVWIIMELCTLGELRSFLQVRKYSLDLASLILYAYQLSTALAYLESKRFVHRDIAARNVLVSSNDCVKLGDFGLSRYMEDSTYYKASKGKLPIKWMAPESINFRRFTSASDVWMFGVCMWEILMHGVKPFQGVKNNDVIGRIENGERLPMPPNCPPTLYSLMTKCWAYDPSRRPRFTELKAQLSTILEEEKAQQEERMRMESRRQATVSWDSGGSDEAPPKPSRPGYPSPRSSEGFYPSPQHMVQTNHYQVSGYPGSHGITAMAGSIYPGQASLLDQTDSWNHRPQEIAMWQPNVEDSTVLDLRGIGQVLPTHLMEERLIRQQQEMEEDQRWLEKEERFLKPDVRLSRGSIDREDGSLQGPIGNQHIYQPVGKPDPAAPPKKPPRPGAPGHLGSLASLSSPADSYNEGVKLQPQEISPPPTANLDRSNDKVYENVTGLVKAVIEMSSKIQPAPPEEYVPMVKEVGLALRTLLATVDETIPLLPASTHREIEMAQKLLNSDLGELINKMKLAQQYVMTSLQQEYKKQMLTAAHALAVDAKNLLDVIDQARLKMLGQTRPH
Mac1 fbg inh: inhibitors of human CD11b/CD18 binding to fibrinogen; P05107+P11215; K562 CD11b/CD18 adhesion to fibrinogen, ATPlite luminescence; Mn2+ added to activate the integrin; inhibition, % at 10 µM; 93,000 tested, 0.54% active; AID 1497;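 active = primary inhibition of 50% or more at 10 µM, then 40% or more on retest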; note: some results filed as inactive read as strong as hits
ERb coact inh: ER-beta (human) coactivator binding inhibition | Q92731 | TR-FRET ER-beta LBD / SRC1-Cy5 peptide binding; receptor agonist-loaded with 1 µM estradiol | inhibition, % at 25.6 µM | 86,000 tested, 1.3% active;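 active = compounds whose percent inhibition of the receptor-coactivator binding signal exceeds about 50% in the single-dose screen, limit read from the data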;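 note: 0% = receptor plus peptide wells without compound and 100% = peptide-only wells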
CD11b adhes enh: increases human CD11b/CD18 adhesion to fibrinogen; AID 1499; 93,000 tested, 0.07% active; activation, % at 10 µM; P05107+P11215; K562 CD11b/CD18 adhesion to fibrinogen, ATPlite luminescence;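 active = 10 µM primary screen giving 50% or more activity, confirmed by 40% or more on retest at that dose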; note: strong numbers were not always called active; reference of the scale not given here
E coli WT exp: E. coli BW25113 growth inhibition, expanded screen; OD600 absorbance; 98,000 tested, 0.15% active; growth inhibition, % at 100 µM;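 active = growth inhibition above about 50% at one test dose, limit read from the data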;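 note: growth measured after 20 h incubation at 37 °C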
ERa coact pot: ER-alpha (human) coactivator binding potentiation; TR-FRET ERalpha-LBD/SRC-Cy5 coactivator binding, 2 h; 100 = basal binding, no effect; coactivator binding (% of control), % at 25.6 µM; P03372; 86,000 tested, 1.3% active; in the data active = activity above about 200%;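 note: binding measured in presence of low estradiol as agonist stimulus; 0% = peptide alone without receptor and 100% = receptor with peptide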
PLAP activator: human PLAP activation | P05187 | purified PLAP enzyme, luminescent substrate read-out; active compounds read high | activation fold at 20 µM | 96,000 tested, 1.2% active | AID 696; in the data active = activation fold above about 2
MT1-MMP txn act: MT1-MMP promoter transcription activation; HT1080 MT1-MMP promoter luciferase reporter, luminescence, overnight; active compounds read high; activation factor at 10 µM; 86,000 tested, 0.16% active;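 active = activation factor of at least 2 for MT1-MMP transcription at 10 µM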
* marks the source's active call; other numbers are inactive results; nt = no result given; [ ] = another dose, or the depositor's remark.

SMILES	ERa SRC1 inh	FAK inh	Mac1 fbg inh	ERb coact inh	CD11b adhes enh	E coli WT exp	ERa coact pot	PLAP activator	MT1-MMP txn act
Cc1sc2nc(CN3CCOCC3)nc(NCCc3ccccc3)c2c1C	3	0	-13	-1	-1	12	104	1.7	1.2
COCCn1c(COc2ccccc2)nnc1SCC(N)=O	-4[fluorescence artefact?]	1	-18	-3	3	nt	124	0.8	1.1
Cc1ccc(N(CN2CCCC2=O)C(=O)c2ccc(C)c(C)c2)cc1	-3	-2	-30	-7	-2	-5	132	1.4	1.4
FC(F)Sc1ccc(NC(=S)NCC2CCCCC2)cc1	2	0	92*	-9	-10	11	111	1.7	1.2
CCCn1cc(S(=O)(=O)CC(=O)NC2CCCCC2)c2ccccc21	5[fluorescence artefact?]	0	nt	0	nt	nt	92[fluorescence artefact?]	nt	1.2
CCC(=O)N(Cc1ccc2c(c1)OCO2)Cc1cc2cc(OC)ccc2[nH]c1=O	-6	0	6	-7	-4	6	104	0.9	1.1
Cc1ccc(/C=C/C2=Cc3c(sc(NC(=O)CSc4n[nH]c(N)n4)c3C#N)C(C)(C)C2)o1	16[fluorescence artefact?]	13	nt	37[fluorescence artefact?]	nt	-12	107[fluorescence artefact?]	1.6	1.2
COC(=O)c1ccc(CN2C(=O)NC3(CCCCC3C)C2=O)o1 (stereo unspecified)	-6	nt	-6	5[fluorescence artefact?]	-4	7	103[fluorescence artefact?]	1	1.1
Cc1cc(NC(=O)CSc2nnc(Cc3cccn3C)n2CCc2ccccc2)no1	-2	nt	-11	5	1	-3	100	1.1	1.1
Cc1nc2cc(NC(=O)N3c4ccccc4CC3C)ccc2o1 (stereo unspecified)	0	1	-12	4	16	-11	107[fluorescence artefact?]	1.2	1.3
O=S(=O)(Nc1ccc(O)cc1)c1cccc2cccnc12	5	-4	-4	-4[fluorescence artefact?]	-2	1	116[fluorescence artefact?]	1.1	1.1
COCCn1nnnc1SCC(=O)c1ccccc1	0	nt	-12	-3	-1	-2	112	0.9	1.2
CC(NC(=O)CSc1ncccn1)c1ccccc1 (stereo unspecified)	-2	9	9	3	-1	-2	126	1	1.1
CCOC(=O)C1=C(C)NC(=O)NC1	nt	2	-10	nt	2	5	nt	0.9	nt
Clc1nc(-c2n[nH]nc2Cl)n[nH]1	nt	nt	-17	nt	-4	-12	nt	0.9	1.1
Cc1ccc(C)c(C(=O)CN2C(=O)CCC2=O)c1	-1	2	-13	2	-3	4	105	1.5	1.1
COc1ccc(C)cc1NC(=O)c1cc2ccccc2cc1OCC(=O)NCc1ccco1	nt	0	-3	nt	6	-2	nt	0.8	nt
CCn1c(SCc2ccc(C(=O)Nc3nccs3)cc2)nnc1-c1ccc(N)cc1	nt	2	4	nt	2	3	nt	1.5	nt
O=C(COc1ccccc1)NCc1nnc(SCC(=O)Nc2nccs2)n1-c1ccccc1	3	-6	-22	-7[fluorescence artefact?]	-4	-1	118[fluorescence artefact?]	1	1
CCNC(=O)CSc1nc2ccccc2c(=O)n1OC	12[fluorescence artefact?]	1	-3	1	-2	0	81	1	1
CC(C)CCOP(=O)(c1ccc(N(C)C)cc1)C(O)c1ccccn1 (stereo unspecified)	1	-1	-3	-6[fluorescence artefact?]	0	7	77	1.5	1
CCCCn1cc(SCC(=O)O)c2ccccc21	-12	-2	-38	-2[fluorescence artefact?]	2	-3	88	1.3	1.1
COc1cc2c(cc1NC(=S)Nc1cccc(C(F)(F)F)c1)oc1ccccc12	2	0	58	-6	-6	7	95[fluorescence artefact?]	0.9	1
Cc1ccccc1NC(=O)c1c(-c2ccccc2)noc1C	-1	3	-4	5	-2	-1	123	0.6	1.1
Cc1cc(NC(=O)C2C3C(=O)N(CC4CCCO4)C(C(=O)NCc4ccccc4)C34C=CC2(C)O4)no1 (stereo unspecified)	-6	-3	nt	-5	nt	nt	113[fluorescence artefact?]	nt	1.1
CC(O)CN1C(=O)C(CC(=O)Nc2ccc(Cl)cc2)SC1=Nc1ccccc1 (stereo unspecified)	-1	-1	11	2	-9	9	76	1.4	nt
COc1ccccc1C(=O)Nc1ccc(S(=O)(=O)Nc2cc(C)on2)cc1	-7[fluorescence artefact?]	1	-14	-3	3	4	105	1.1	0.9
COCC(=O)Nc1ccccc1C(=O)NC(C)C	-5	1	-1	-6	-1	-5	103	0.9	1.2
c1ccc2[nH]c(CN3CCCCCC3)nc2c1	-35	-3	-4	-25	-4	-4	109	0.9	1.2
CCc1nnc(SCc2cn3c(C)cc(C)nc3n2)n1N	-3	-1	0	-6	-4	3	90[fluorescence artefact?]	1.1	1.1
COc1ccc(S(=O)(=O)CCC(=O)NC2CCCCC2)cc1	1	nt	-20	2	-3	-4	99	0.9	1.1
Cc1ccc2cc(CN(CC3CCCO3)C(=O)C(C)C)c(=O)[nH]c2c1 (stereo unspecified)	-3	-2	nt	-5	nt	7	105	nt	1.1
CCC(C)(C(=O)NC1CCCC1)N(C(C)=O)c1ccc(C)cc1 (stereo unspecified)	0	0	-19	-8	0	5	104	0.9	1.1
O=C1OCC2=C1C(c1ccc(F)cc1)Sc1ccccc1N2 (stereo unspecified)	nt	1	19	nt	-2	1	nt	1.1	nt
COC(=O)n1ccc(C(=O)Nc2ccccc2F)n1	4	-1	-6	0	1	17	106	1	1.6
CCCC(c1nnnn1CCOC)N1CCN(C(=O)c2ccco2)CC1 (stereo unspecified)	3	1	-6	-1	-2	1	114	1.1	1
O=C(/C=C/c1ccccc1)c1ccoc1	nt	-7	0	nt	5	12	nt	0.9	nt
Cc1c(C(=O)NC2CCCCC2)oc2c1C(=O)CC(C)(C)C2	-16	-2	-28	-18	14	3	106	1	0.9
COC(=O)C1=C(C)NC(=O)C1(NC(=O)CN1CCCC1=O)C(F)(F)F (stereo unspecified)	-24	5	nt	-10[fluorescence artefact?]	nt	0	96	nt	1.3
Cc1c(C#N)c2ccccc2n1CCOc1ccccc1F	14[fluorescence artefact?]	3	8	30	-4	-8	75[fluorescence artefact?]	0.7	1.3
COc1ccc(NC(=O)C23CC4CC(C2)CC(n2cnc(Br)n2)(C4)C3)cc1Cl	nt	0	4	nt	-6	3	nt	0.9	nt
Clc1ccc(-c2onc3c2CCCC3)cc1	-9	2	-4	-6	-4	4	91	1	1.1
COc1ccc(N2CC(C(=O)OCC(=O)c3cccc(OC)c3)CC2=O)cc1 (stereo unspecified)	3	-8	nt	-6	nt	2	120	0.9	1
CC(C)CC(=O)N1CCN(Cc2cccc(F)c2)CC1	-23	0	nt	-18	nt	3	112	1	1.2
COC(=O)c1c(NC(=O)CSc2nnc(-c3ccco3)n2C)sc(C)c1C	5	-1	nt	-7	nt	nt	90	nt	1.1
O=C(c1ccco1)N1CCN(S(=O)(=O)c2cccc3nsnc23)CC1	7	nt	1	7[fluorescence artefact?]	0	-3	103	1.1	0.9
CCOC(=O)c1[nH]c(COC(=O)C2CC(=O)N(Cc3ccccc3)C2)c(C(=O)OCC)c1C (stereo unspecified)	10[fluorescence artefact?]	5	-12	-3	1	-1	109[fluorescence artefact?]	1.4	1.1
Cc1cccc(N2C(=O)CC(N3CCN(c4ccccc4)CC3)C2=O)c1 (stereo unspecified)	4	-2	-1	1	-1	-1	113	1.5	1.1
CC(=O)Nc1ccc(S(=O)(=O)NCc2ccc(C(=O)NCCN3CCCCCC3)cc2)cc1	36	5	nt	32	nt	5	82	nt	0.9
CCOC(=O)N1CCN(C(=O)c2ccc3c(=O)n(CC4CCCO4)c(=S)[nH]c3c2)CC1 (stereo unspecified)	-12[fluorescence artefact?]	9	-1	13[fluorescence artefact?]	2	-1	99	1.1	1.1

New compounds follow
SMILES	ERa SRC1 inh	FAK inh	Mac1 fbg inh	ERb coact inh	CD11b adhes enh	E coli WT exp	ERa coact pot	PLAP activator	MT1-MMP txn act
COc1ccc2occ(C(C)=O)c2c1	-6	0	-15	-18	-3	0	103	1.1	1.1
COc1ccc(CCN(Cc2cc3cc4c(cc3[nH]c2=O)OCO4)C(C)=O)cc1OC	4	nt	-1	-13	5	nt	112	1.3	1
O=c1c(-c2ccc(Cl)cc2)coc2c(CN3CCOCC3)c(O)ccc12	2	1	-5	-5	-4	-2	115	1.2	1.3
COc1ccc(NC(=O)CN(C)S(=O)(=O)c2cccs2)cc1	7	-1	5	7	-6	6	127	1	1.4
Cn1c(SCC(=O)N2CCN(Cc3ccccc3)CC2)nnc1-c1ccncc1	-8	-1	4	-1	1	6	111[fluorescence artefact?]	1.4	0.9
CCc1nc(SCc2ccccn2)c2c(=O)n(C)c(=O)n(C)c2n1	0	0	nt	-1	nt	-1	91	nt	1.1
COc1ccccc1C(=O)N1C(CC(=O)Nc2cc(Cl)ccc2C)C(=O)NC2CCCCC21 (stereo unspecified)	-10	0	-4	-4	0	4	96	1.8	1.1
CCC(C)C(=O)Nc1nc(C)c(-c2csc(Nc3cc(OC)ccc3OC)n2)s1 (stereo unspecified)	nt	5	-11	nt	7	-7	nt	1.2	nt
CCOC(=O)COc1ccc(-c2nnc(-c3ccccc3)o2)cc1	-3[fluorescence artefact?]	1	7	11[fluorescence artefact?]	-1	-10	110[fluorescence artefact?]	1.1	1.1
COc1ccc(Br)cc1-c1nc(C)c(C(C)=O)n1O	-9	-1	1	-6	0	7	118	0.9	1.4
CCC1(C)Cc2c(C#N)c(N)sc(=S)c2CO1 (stereo unspecified)	-10[fluorescence artefact?]	-3	15	-4[fluorescence artefact?]	-4	-3	46	1.2	1
Cc1ccccc1-n1c(SCC(=O)c2cc(C)n(C)c2C)nnc1-c1ccncc1	10	-2	10	21	0	0	94	1.5	1
O=C(CSc1nc2ccccc2c(=O)[nH]1)c1ccccc1	-22	0	nt	-24[fluorescence artefact?]	nt	nt	107	nt	1.1
COC(=O)c1ccccc1NC(=O)CSc1nnc(COc2cccc(OC)c2)n1C	3	-4	5	-5	-1	3	107	1.5	1
Cc1sc2nc(C3CC3)nc(SCC(=O)N3c4ccccc4CC3C)c2c1C (stereo unspecified)	nt	-3	2	nt	-6	-22	nt	0.9	nt
CCOC(=O)c1c(O)c2c([nH]c1=O)CCCC2	-7	-1	-5	-3	-2	8	92	0.9	1
CC1=C(C(=O)c2ccccc2)C(c2cn(-c3ccccc3)nc2-c2ccc(Cl)cc2)NC(=S)N1 (stereo unspecified)	-12	-10	-12	-3[fluorescence artefact?]	63	-7	282*[fluorescence artefact?]	1	0.9
CCNc1oc(COc2ccccc2F)nc1C#N	nt	0	-5	nt	-1	4	nt	0.7	1.3
O=c1[nH]c(C2CCCN(S(=O)(=O)c3ccccc3)C2)nc2c1nnn2Cc1ccccc1F (stereo unspecified)	7	nt	nt	2	nt	-1	112	nt	1.1
COc1ccc2cc(CN(C(=O)Nc3ccccc3OC)C3CCCC3)c(=O)[nH]c2c1	-5	4	-2	-4	-1	-12	114	1.6	1.2

Another view of part of the listing above.
Fields: ERa SRC1 inh, FAK inh, Mac1 fbg inh, ERb coact inh, CD11b adhes enh, E coli WT exp, ERa coact pot, PLAP activator, MT1-MMP txn act
> CCNc1oc(COc2ccccc2F)nc1C#N
→ nt, 0, -5, nt, -1, 4, nt, 0.7, 1.3
> CC1=C(C(=O)c2ccccc2)C(c2cn(-c3ccccc3)nc2-c2ccc(Cl)cc2)NC(=S)N1 (stereo unspecified)
→ -12, -10, -12, -3[fluorescence artefact?], 63, -7, 282*[fluorescence artefact?], 1, 0.9
> COC(=O)c1ccccc1NC(=O)CSc1nnc(COc2cccc(OC)c2)n1C
→ 3, -4, 5, -5, -1, 3, 107, 1.5, 1
> Cc1sc2nc(C3CC3)nc(SCC(=O)N3c4ccccc4CC3C)c2c1C (stereo unspecified)
→ nt, -3, 2, nt, -6, -22, nt, 0.9, nt
> O=c1[nH]c(C2CCCN(S(=O)(=O)c3ccccc3)C2)nc2c1nnn2Cc1ccccc1F (stereo unspecified)
→ 7, nt, nt, 2, nt, -1, 112, nt, 1.1
> CCC1(C)Cc2c(C#N)c(N)sc(=S)c2CO1 (stereo unspecified)
→ -10[fluorescence artefact?], -3, 15, -4[fluorescence artefact?], -4, -3, 46, 1.2, 1
> CCOC(=O)c1c(O)c2c([nH]c1=O)CCCC2
→ -7, -1, -5, -3, -2, 8, 92, 0.9, 1

Screening data from PubChem BioAssay.
